HMGR II inh: inhibitors of class II HMG-CoA reductase from Enterococcus faecalis. purified E. faecalis HMGR, NADPH absorbance 340 nm kinetic. inhibition, % at 10 µM. 190,000 compounds, 0.41% hits;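 active = inhibition above a set limit, the median over all tested compounds plus 3 SD, cut at about 9.5% in these data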;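 note: enzyme runs in reverse so mevalonate oxidation gives rising NADPH absorbance; 0% = complete reaction with DMSO and 100% = background rate lacking mevalonate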
Diaph inh CS: inhibits diaphorase or chemically oxidizes, flagging diaphorase assay artifacts; AID 1217; diaphorase resazurin-to-resorufin fluorescence, NADH, 16 min; bacterial (C. kluyveri) enzyme, not human; inhibition, % at 20 µM; 190,000 compounds, 0.69% hits;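 active = primary screen inhibition at 20 µM above a set limit, cut at about 50% in these data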;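 note: plate controls were DMSO with full reaction for no effect and wells lacking NADH for full effect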
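material = Clostridium kluyveri diaphorase enzyme | amount = 0.14 U/mL diaphorase, enzyme working solution | schedule = incubation 16 min, room temperature | detection = fluorescence of resorufin formed from resazurin, Ex 544/Em 590 nm | benchmarks = positive control minus NADH, DMSO neutral control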
TNAP act hi DEA: TNAP (human) activation, high acceptor; P05186; activation factor at 20 µM; AID 1136; 200,000 tested, under 10 active; purified TNAP, CDP-star luminescence, 1 M DEA, 30 min; active compounds read high; 0 = EDTA background, 1 = DMSO-only activity;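 active = activation factor at least 2 at 20 µM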
Target sequence (P05186 whole entry, looked up): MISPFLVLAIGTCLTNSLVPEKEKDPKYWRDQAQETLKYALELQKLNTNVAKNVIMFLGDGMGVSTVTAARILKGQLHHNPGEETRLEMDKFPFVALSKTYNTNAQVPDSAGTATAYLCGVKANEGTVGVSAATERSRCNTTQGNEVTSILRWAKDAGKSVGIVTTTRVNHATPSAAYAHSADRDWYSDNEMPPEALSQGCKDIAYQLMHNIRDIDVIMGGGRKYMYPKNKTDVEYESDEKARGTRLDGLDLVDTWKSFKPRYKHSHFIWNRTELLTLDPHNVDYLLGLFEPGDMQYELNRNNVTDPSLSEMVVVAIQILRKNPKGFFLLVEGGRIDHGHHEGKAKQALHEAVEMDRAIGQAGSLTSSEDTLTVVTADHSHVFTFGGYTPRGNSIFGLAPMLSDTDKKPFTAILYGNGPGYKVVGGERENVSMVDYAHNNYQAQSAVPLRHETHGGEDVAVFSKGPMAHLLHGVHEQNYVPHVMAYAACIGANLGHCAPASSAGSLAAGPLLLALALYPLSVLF
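Assay system: human TNAP; Input: enzyme diluted 1/800 final; Reagent: CDP-star luminogenic substrate at 100 µM final; Timing: 30 min, room temperature; Signal: luminescence; Evaluation: TNAP activation factor scaled between EDTA and DMSO control wells.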
PMI act hi M6P: increases human PMI activity with near-saturating mannose 6-phosphate. P34949. coupled PMI enzyme assay, resazurin fluorescence, 20 min; active compounds read high; 1 = untreated enzyme, 0 = substrate-free blank. activation factor at 20 µM. 190,000 compounds, 0.34% hits;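 active = activation factor of 2 or more at 20 µM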
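test system = human PMI in coupled enzyme assay | medium = HEPES-buffered pH 7.4 with magnesium and detergent | also added = 1.0 mM mannose-6-phosphate substrate with 0.22 mM NADP+ | compound = 20 µM single dose | times = 20 min incubation at room temperature | measured by = resorufin fluorescence (Ex 544/Em 590 nm) from resazurin via diaphorase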
PMI activator: phosphomannose isomerase (human) activation. P34949. purified human PMI, coupled resazurin fluorescence, 20 min; active compounds read high; 1 = vehicle control, 0 substrate-free wells. activation factor at 20 µM. 190,000 compounds, 0.005% hits. AID 1214;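 active = activation factor of 2 or more at 20 µM, relative to plate controls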
TNAP inh hiacc: blocks human TNAP under high phosphate acceptor concentration; P05186; purified TNAP, CDP-star luminescence, 1 M DEA; inhibition, % at 20 µM; 200,000 compounds, 0.03% hits; AID 1135;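 active = over 50% inhibition of tissue-nonspecific alkaline phosphatase at 20 µM in the single-dose screen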;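 note: plate controls were DMSO wells for no effect and EDTA-quenched wells as full inhibition for full effect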
TNAP inh noacc: TNAP (human) inhibition, acceptor-free conditions; P05186; purified TNAP, CDP-star luminescence, 30 min; inhibition, % at 20 µM; 200,000 compounds, 0.26% hits;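 active = tissue-nonspecific alkaline phosphatase inhibition above about 50% at 20 µM in the single-dose screen, limit read from the data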;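 note: 0% = DMSO negative control and 100% = EDTA positive control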
G6PDH CS: L. mesenteroides G6PDH inhibition counter-screen; Purified L. mesenteroides G6PDH, diaphorase/resazurin coupled fluorescence, 45 min; inhibition, % at 5 µM; 200,000 compounds, 0.12% hits; AID 1020; in the data active = inhibition above about 50%
FLuc stim CS: affects firefly luciferase, flagging false hits in luciferase stimulation screens; ATPlite luciferase biochemical, luminescence, 10 min; 0 = ATP-free wells, 1 = DMSO control; AID 1027; 200,000 tested, under 10 active; activation factor at 10 µM;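 active = luciferase activation factor, scaled between plate controls, of at least 2 with compound at 10 µM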
Target sequence (P08659 whole entry, looked up): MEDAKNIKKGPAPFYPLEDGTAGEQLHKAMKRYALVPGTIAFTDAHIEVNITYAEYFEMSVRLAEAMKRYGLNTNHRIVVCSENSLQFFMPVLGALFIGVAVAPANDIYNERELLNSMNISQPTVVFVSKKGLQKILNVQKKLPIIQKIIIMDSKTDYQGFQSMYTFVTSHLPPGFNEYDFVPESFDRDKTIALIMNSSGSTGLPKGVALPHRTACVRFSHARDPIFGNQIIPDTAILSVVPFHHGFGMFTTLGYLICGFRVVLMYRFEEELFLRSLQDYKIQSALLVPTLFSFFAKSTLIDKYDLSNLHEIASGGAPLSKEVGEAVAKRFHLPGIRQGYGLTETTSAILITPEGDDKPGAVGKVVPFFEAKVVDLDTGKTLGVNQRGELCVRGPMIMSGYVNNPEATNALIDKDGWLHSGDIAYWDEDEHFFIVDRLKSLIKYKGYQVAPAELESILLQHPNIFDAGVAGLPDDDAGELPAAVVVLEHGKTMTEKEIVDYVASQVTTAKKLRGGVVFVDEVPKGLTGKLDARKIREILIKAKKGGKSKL
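Assay system – cell-free luciferase reagent · Medium – PBS-based ATP solution · Dosing – test compounds dosed from 2 mM stocks in 100% DMSO · Timing – 10 min, room temperature · Technique – light output (luminescence) · Measure – luminescence gain marking luciferase activators · Controls – No-ATP low control, compound-free enzyme-plus-ATP high control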
Diaph act CS: activates diaphorase or chemically reduces, flagging diaphorase assay artifacts; Diaphorase/resazurin coupled assay, resorufin fluorescence, 16 min; active compounds read high; 1 = vehicle wells, 0 = NADH-free wells; activation factor at 20 µM; 190,000 compounds, 0.005% hits; AID 1229;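 active = diaphorase activity raised at least twofold by the compound at 20 µM; inactive = activation factor below 2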
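Material: Purified diaphorase enzyme from Clostridium kluyveri | Buffer or medium: 50 mM HEPES pH 7.4 with 4.542 mM MgCl2, 0.005% Tween 20 | Times: 16 min enzyme reaction, ambient temperature | Signal: Red resorufin fluorescence at 544/590 nm excitation/emission | Measure: Increased resorufin signal from activators or reducing compounds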
The depositor's hits bear a star; . = no result given. An unsorted share of the library, and some 1.7% of all compounds hit somewhere here.

Below each compound: HMGR II inh	Diaph inh CS	TNAP act hi DEA	PMI act hi M6P	PMI activator	TNAP inh hiacc	TNAP inh noacc	G6PDH CS	FLuc stim CS	Diaph act CS
Cc1c(N2C(=O)/C(=C\c3ccc(N(C)C)cc3)N(C)C2=S)c(=O)n(-c2ccccc2)n1C
 : 0	5	0.5	0.9	0.9	47	45	-7	1	0.9
CCn1c(CN2CCN(c3cccc(C)c3C)CC2)n[nH]c1=S
 : 5	17	1.1	0.9	1	-5	-22	-5	1	0.8
Cc1cccc(N(CC(=O)NC2CCCCC2)C(=O)CCC(=O)Nc2ccccn2)c1
 : .	18	1	0.9	0.9	-2	-4	2	1	0.8
O=C(CCNS(=O)(=O)c1cccs1)Nc1nccs1
 : -1	4	1	1.1	1.1	-5	1	7	1.1	1
Cc1cc(C)cc(NC(=O)N2CCN(C/C=C/c3ccccc3)CC2)c1
 : -1	-4	1	1.1	1.1	1	-10	-3	1	1
COc1ccc(N2C(=O)C3NN=C(C(=O)OCc4ccccc4)C3C2=O)cc1 (stereo unspecified)
 : 3	17	1.1	1	1	-6	-11	-2	1.1	0.8
CC1CC(C)CN(C(=O)COC(=O)CCc2nc3ccccc3c(=O)[nH]2)C1 (stereo unspecified)
 : -2	7	1	0.9	0.9	1	-10	29	1	0.9
O=C(NCC(c1cccnc1)N1CCOCC1)NC1CCCCC1 (stereo unspecified)
 : 0	0	1	1	1	1	-2	1	1	1
N#Cc1ccsc1NC(=O)COC(=O)CCCSc1nc2ccccc2s1
 : -2	29	1.1	0.9	0.9	-8	-13	3	1	0.7
Cc1c(O)ccoc1=O
 : -3	-13	1.1	1	1.1	-12	-7	19	1.1	1.1
O=C(c1cc2sccc2n1Cc1ccccc1)N1CCc2ccccc21
 : 5	14	1.1	1	0.9	-5	-11	-2	1	0.9
Cc1ccc(C)n1NC(=O)c1ccccc1Cl
 : -2	12	1	1	1	-1	-6	0	1.1	0.9
CCC1(c2ccccc2)NC(=O)N(CC#N)C1=O (stereo unspecified)
 : 1	2	1	1	1.1	0	5	5	1	1
CC(=O)Nc1ccc2nc(C3CCCCC3)[nH]c2c1
 : 7	16	1	0.8	0.9	-1	-7	5	1	0.8
Cc1nn(-c2ccccn2)c(C)c1Oc1ccccc1O
 : -12	-1	1.1	1	1	-9	-16	5	1	1
CCOc1ccc(C2C(C#N)=C(N)SC(N)=C2C#N)cc1OC
 : 0	14	1	1.2	1.4	-1	-22	16	1	0.9
CCOCCOC(=O)C1=C(C)Nc2ccc(C)cc2S1
 : 0	29	1	0.8	0.8	1	-4	-12	1	0.7
CC1(C(=O)NC23CC4CC(CC(C4)C2)C3)CC1(Cl)Cl (stereo unspecified)
 : -3	1	1	1	1	0	1	8	1	1
O=C(NCCN1C(=O)S/C(=C\c2cccnc2)C1=O)C1=NN(c2ccccc2)C(=O)CC1
 : -2	15	1	1	1.1	-3	-12	-4	1.1	0.8
COc1ccc(OC)c(-n2nnnc2SCC(=O)Nc2nc(C)c(C)s2)c1
 : -1	8	1.1	0.9	0.8	-10	-9	15	1	0.9
CCOC(=O)c1sc(C)c2c(=O)n(CC)nnc12
 : -3	13	1	1	0.9	-4	-20	-20	1	0.9
Cc1ccc(C(=O)Nc2nnc(C)s2)cc1
 : 5	6	1	1.2	1.2	-2	-8	-1	0.4	0.9
Cc1ccccc1OCC(=O)N1N=C(C(F)(F)F)CC1(O)C(C)(C)C (stereo unspecified)
 : -5	2	1	1	1	-2	-8	5	1	1
CC(c1ccccc1)N1C(=O)NC(NC(=O)C(C)(C)C)(C(F)(F)F)C1=O (stereo unspecified)
 : -1	20	1	0.9	0.9	-2	-5	10	1.1	0.8
CCOc1ccc(NC(=O)CSc2nc(-c3cccs3)cc(C(F)(F)F)n2)c([N+](=O)[O-])c1
 : -7	9	0.9	0.7	1	10	6	-4	1	0.9
Clc1ccc(Cc2ccc(Cl)nn2)c(Cl)c1
 : 1	4	1	0.9	0.9	-5	-5	5	1	1
CCOC(=O)C1=NN(C(=O)Nc2ccc(OC)cc2)C2C(=O)N(c3cccc(C(F)(F)F)c3)C(=O)C12 (stereo unspecified)
 : -2	22	1	0.8	0.9	1	-7	2	1	0.8
COc1ccc(N(CC(=O)NCc2cccs2)S(=O)(=O)c2c(C)nn(C)c2C)cc1
 : 4	-23	1.1	1.1	1.1	-7	25	12	1	1.2
COC(=O)c1ccccc1NC(=O)c1ccccc1NS(C)(=O)=O
 : -5	15	1	0.9	0.9	-4	-10	-9	1.1	0.9
CC(C)c1ccc(CCNC(=O)c2ccc([N+](=O)[O-])cc2)cc1
 : -1	11	1	1	0.9	5	1	-10	1	0.9

Results in TNAP inh hiacc and Diaph act CS (6 entries from above):
molecule | TNAP inh hiacc | Diaph act CS
CC1CC(C)CN(C(=O)COC(=O)CCc2nc3ccccc3c(=O)[nH]2)C1 (stereo unspecified) | 1 | 0.9
CCOC(=O)C1=NN(C(=O)Nc2ccc(OC)cc2)C2C(=O)N(c3cccc(C(F)(F)F)c3)C(=O)C12 (stereo unspecified) | 1 | 0.8
Cc1ccccc1OCC(=O)N1N=C(C(F)(F)F)CC1(O)C(C)(C)C (stereo unspecified) | -2 | 1
COc1ccc(OC)c(-n2nnnc2SCC(=O)Nc2nc(C)c(C)s2)c1 | -10 | 0.9
CCOCCOC(=O)C1=C(C)Nc2ccc(C)cc2S1 | 1 | 0.7
CC(C)c1ccc(CCNC(=O)c2ccc([N+](=O)[O-])cc2)cc1 | 5 | 0.9

Continued.
Below each compound: HMGR II inh	Diaph inh CS	TNAP act hi DEA	PMI act hi M6P	PMI activator	TNAP inh hiacc	TNAP inh noacc	G6PDH CS	FLuc stim CS	Diaph act CS
CCCc1nnc(NC(=O)NCCN2C(=O)C3C4C=CC(C4)C3C2=O)s1 (stereo unspecified)
 : -4	-4	1	1	1	-2	-7	0	1	1
O=C(NC1CCCCC1)C(c1cccs1)N(Cc1cccs1)C(=O)c1cccs1 (stereo unspecified)
 : 0	15	1	1	0.9	2	-8	10	1.1	0.9
CCOC(=O)C[n+]1c(C)ccc2c1CCC2
 : -2	7	1	1.1	1.1	-4	-14	7	1.1	0.9
CCCCc1ccc(NC(=S)NCc2ccccc2OC)cc1
 : -11	9	1.1	0.9	0.9	-14	-68	10	1.1	0.9
Cc1ccc(NC(=O)CS(=O)Cc2nc(-c3ccc(C)cc3)oc2C)cc1 (stereo unspecified)
 : -11	10	1.1	1	1.1	-6	7	8	1.1	0.9
CN(Cc1ccccc1)C(=O)N[C@@H](Cc1ccccc1)C(=O)O
 : -1	22	1.1	0.9	0.9	-9	-13	2	1.1	0.8
CCOC(=O)c1cccc(NC(=O)CS(=O)(=O)Cc2nc(-c3cccc(OC)c3)oc2C)c1
 : -8	12	1.1	0.9	0.9	-5	-14	-27	1.1	0.9
O=C(/C=C1\SC(=O)NC1=O)Nc1ccc(F)cc1
 : 3	19	1.1	1	1.1	-6	-9	4	1	0.8
O=C(Cn1c(-c2ccc(Cl)cc2)noc1=O)N1CCN(c2ccccc2F)CC1
 : -9	13	1	0.9	1	-2	6	2	1.1	0.9
CCC1COC(c2cccn2Cc2ccc(Cl)cc2)=N1 (stereo unspecified)
 : -2	2	1	1	1.1	-3	-6	11	1	1
O=C(CCCN1C(=O)/C(=C/c2cccc(Br)c2)SC1=S)Nc1cccnc1
 : -3	13	1	1	1	-4	1	-8	1.1	0.9
CSc1cccc(NC(=S)N(CCC(C)C)C2CCN(C(C)C)CC2)c1
 : -3	3	1.1	0.9	0.9	-6	-8	9	1.1	1
Nc1ccnn1Cc1cccs1
 : -7	18	1	0.9	0.9	-2	-7	1	1	0.8
CC(=O)Nc1ccc(NC(=O)C(C)OC(=O)c2ccccc2Sc2ccccc2C#N)cc1 (stereo unspecified)
 : -5	14	1	0.9	0.9	2	3	-11	1.1	0.9
CCn1cc(C2=NCCO2)c2ccccc21
 : -11	4	1.1	1.1	1	-7	-2	2	1.1	1
c1ccc(-c2nnc(SCc3nnc(-c4cccs4)o3)o2)cc1
 : 16*	14	1	1	0.9	-3	-6	6	1.1	0.9
C=CCn1c(Cc2c[nH]c3ccccc23)nnc1SCC(=O)NCc1ccccc1
 : -4	10	1.1	1	1	-8	-18	7	1.1	0.9
CCOC(=O)CN(C(=O)CSc1nnc(CNc2ccc(C)cc2C)n1CC)c1ccccc1
 : -2	-9	1.1	1	1.1	-6	1	7	1	1.1
c1ccc(C2=Nc3ccccc3OC2)cc1
 : 0	20	1	0.9	0.9	-1	2	2	0.7	0.8
O=C(NC1CCCC1)c1cc(Cl)ccc1[N+](=O)[O-]
 : -7	20	1	1	1	1	-10	1	1	0.8
Fc1ccc(-n2cc(CNCCc3ccccn3)c(-c3ccccc3Cl)n2)cc1
 : -2	7	1.1	1	0.9	-7	-6	9	1.1	0.9
Cc1nc2ccc(NC(=O)c3ccc([N+](=O)[O-])cc3[N+](=O)[O-])cc2s1
 : 0	14	1.1	1	1	-7	-18	2	1.1	0.9
COc1cc2ncnc(NCc3cccs3)c2cc1OC
 : 4	16	1	0.9	0.9	-1	-3	15	1	0.8
CCCCOCCCNC(=O)c1ccc(OC)cc1
 : -2	10	1.1	1.1	1	-6	-23	-3	1.1	0.9
Cc1ccc(-c2nnc(SCC(=O)Nc3ccccc3N3CCOCC3)o2)cc1
 : -7	-7	1.1	1	0.9	-6	-17	13	1	1.1
COc1ccc(S(=O)(=O)N2N=C(C)Oc3ccccc3C2=O)cc1
 : -1	1	1	0.9	0.9	-3	-11	3	1.1	1

Ordered by SMILES length (high to low): some entries from above.
Below each compound: HMGR II inh	Diaph inh CS	TNAP act hi DEA	PMI act hi M6P	PMI activator	TNAP inh hiacc	TNAP inh noacc	G6PDH CS	FLuc stim CS	Diaph act CS
CCOC(=O)C1=NN(C(=O)Nc2ccc(OC)cc2)C2C(=O)N(c3cccc(C(F)(F)F)c3)C(=O)C12 (stereo unspecified)
 : -2	22	1	0.8	0.9	1	-7	2	1	0.8
Cc1nn(-c2ccccn2)c(C)c1Oc1ccccc1O
 : -12	-1	1.1	1	1	-9	-16	5	1	1
Nc1ccnn1Cc1cccs1
 : -7	18	1	0.9	0.9	-2	-7	1	1	0.8

Screening data: PubChem BioAssay, several laboratories
